Assay outcomes as filed in PubChem.
M4 ag: human M4 muscarinic receptor agonists, primary screen, CHO-K1 cells, Fluo-8 calcium fluorescence | Muscarinic acetylcholine receptor M4 (Homo sapiens), P08173 | CHO-K1 hM4/Gqi5; vehicle 0%, full acetylcholine response 100% | activation, % at 3 µM | actives 0.14% (n = 360,000) | AID 624127, 2012;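 active means activation above the run mean over all test wells plus 3 SD, cut at about 32% in these data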;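 further: peak over basal fluorescence ratio per well then scaled between controls; 0% = DMSO wells and 100% = acetylcholine at EC100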
CHRM4 antagonist: human M4 muscarinic receptor antagonists, primary screen, CHO cells, Fluo-8 calcium fluorescence; CHO-hM4 cells, ACh EC80; inhibition, % at 3 µM; actives 0.73% (n = 360,000);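 active means inhibition above its plate's cutoff, the mean inhibition of sample wells plus 3 SD, cut at about 27% in these data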;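 further: 0% = acetylcholine EC80 with DMSO and 100% = DMSO without agonist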
M4 PAM: human M4 muscarinic receptor positive allosteric modulators, primary screen, CHO-K1 cells, Fluo-8 calcium fluorescence; Muscarinic acetylcholine receptor M4 (Homo sapiens), P08173; CHO-K1 hM4/Gqi5, ACh EC20; 0% = ACh EC20, 100% = maximal ACh; activation, % at 3 µM; actives 0.4% (n = 360,000); AID 624126, 2012;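 active means activation above its plate's cutoff, the mean activation of sample wells plus 3 SD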; further: some results filed as inactive read as strong as hits
CHRM5 PAM: human M5 muscarinic receptor positive allosteric modulators, primary screen, CHO-K1 cells, Fluo-8 calcium fluorescence; Muscarinic acetylcholine receptor M5 (Homo sapiens), P08912; CHO-K1 hM5, ACh EC20 PAM; 0% = ACh EC20, 100% = ACh EC100; activation, % at 3 µM; actives 0.3% (n = 360,000); AID 624038, 2012;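 active means activation above the run cutoff, the mean activation of all test compounds plus 3 SD, cut at about 18% in these data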
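System: CHO-K1 hM5 cells. Reagent: acetylcholine, EC20 level. Compound dosing: single dose, 3 µM nominal final test concentration. Timing: Post-acetylcholine fluorescence recording 140 s. Detection: Fluo-8 calcium fluorescence. Read-out: % activation, ACh-normalized. Benchmarks: ACh EC20 and EC100 wells. Repeats: singlicate, one well per test compound.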
CHRM1 antagonist: human M1 muscarinic receptor antagonists, primary screen, CHO-K1 cells, Fluo-8 calcium fluorescence, 1536-well. actives 1.3% (n = 360,000). inhibition, % at 3 µM. CHO-K1 hM1, ACh EC80 antagonist. AID 588852, 2011;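 active means percent inhibition above its own plate's cutoff, namely the mean of that plate's compound wells plus 3 SD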;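 further: peak over basal fluorescence ratio during 140 s after agonist addition; 0% = ACh EC80 plus DMSO and 100% = DMSO alone without agonist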
Target sequence (P11229 whole entry, looked up): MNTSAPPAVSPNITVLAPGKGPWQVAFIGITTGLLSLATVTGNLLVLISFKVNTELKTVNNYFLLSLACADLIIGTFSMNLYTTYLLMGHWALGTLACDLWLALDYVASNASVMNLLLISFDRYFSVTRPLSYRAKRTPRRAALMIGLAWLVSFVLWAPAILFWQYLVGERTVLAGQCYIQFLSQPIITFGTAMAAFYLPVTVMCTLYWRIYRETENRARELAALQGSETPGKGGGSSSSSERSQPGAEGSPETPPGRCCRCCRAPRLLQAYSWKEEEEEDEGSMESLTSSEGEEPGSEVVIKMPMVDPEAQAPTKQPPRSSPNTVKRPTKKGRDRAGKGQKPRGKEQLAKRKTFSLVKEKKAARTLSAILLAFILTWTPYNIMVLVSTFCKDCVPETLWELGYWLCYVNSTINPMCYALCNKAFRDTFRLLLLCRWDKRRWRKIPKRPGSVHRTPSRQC
CHRM1 PAM: human M1 muscarinic receptor positive allosteric modulators, primary screen, CHO-K1 cells, Fluo-8 calcium fluorescence, 1536-well; CHO-K1 hM1, ACh EC20; 0% = ACh EC20, 100% = maximal ACh; actives 0.088% (n = 360,000); activation, % at 3 µM; in the data active means activation above about 19%, passing the limit was not always enough
CHRM5 antagonist: human M5 muscarinic receptor antagonists, primary screen, CHO cells, Fluo-8 calcium fluorescence | CHO-hM5 cells, ACh EC80 | inhibition, % at 3 µM | actives 0.59% (n = 360,000) | AID 624040, 2012;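 active means inhibition above a per-plate cutoff, the mean of that plate's test compounds plus 3 SD, cut at about 27% in these data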;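 further: 0% = acetylcholine EC80 with DMSO and 100% = DMSO without agonist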
CRFR2-BP ag: agonists of CRF-BP/CRF-R2 complex, primary screen, cell-based, HEK293, calcium dye fluorescence, uHTS | CRF-binding protein / CRF receptor 2 complex (human) | calcium dye fluorescence (FLIPR); percent of saturating CRF peptide response | activation, % at 13.2 µM | actives 0.46% (n = 350,000);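 active means activation of at least 50%, plus an integration ratio under a set limit after plate pattern correction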;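 further: plate controls were neutral control wells without compound for no effect and CRF at EC100 for full effect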
M5 ag: human M5 muscarinic receptor agonists, primary screen, CHO-K1 cells, Fluo-8 calcium fluorescence; Muscarinic acetylcholine receptor M5 (Homo sapiens), P08912; CHO-K1 hM5 cells; 0% DMSO wells, 100% maximal acetylcholine response; activation, % at 3 µM; actives 0.19% (n = 360,000);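 active means activation above the run's mean over test compounds plus 3 SD, cut at about 23% in these data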;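 further: signal is peak over basal fluorescence ratio across the kinetic read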
* = called active by the depositor.

1	CCCn1c(SCc2ccccn2)nc2c1c(=O)n(C)c(=O)n2C
2	O=C(C=Cc1ccccc1Cl)c1ccccc1
3	Cc1ccc(C2=NOC(C)(c3nnc(-c4cccc(Cl)c4)o3)C2)cc1 (stereo not drawn)
4	O=C(OCC(=O)N1CCN(C(=O)c2ccco2)CC1)c1ccccc1OCc1ccc(Cl)cc1
5	Cc1sc2ncnc(SCc3ccco3)c2c1C
6	CC(=O)NCCNC(=O)[C@H](Cc1ccccc1)NC(=O)c1cccs1

compound no.	1	2	3	4	5	6
M4 ag	0.2	-0.9	1.8	8.8	-1.3	1.1
CHRM4 antagonist	-2.2	-0.9	-0.1	5.3	-7.2	-3.3
M4 PAM	-0.5	4.3	13.1	-4.5	-3.4	3.1
CHRM5 PAM	-3.4	7.5	-1.3	-9.3	2.8	1.0
CHRM1 antagonist	-2.6	-14.4	-10.4	7.2	-8.3	-4.2
CHRM1 PAM	4.3	1.0	7.8	-3.5	3.5	8.2
CHRM5 antagonist	-2.5	5.4	4.2	4.9	0.1	-5.9
CRFR2-BP ag	0.5	-4.1	0.9	0.6	-0.4	0.7
M5 ag	1.7	-2.1	2.3	3.5	-3.4	0.6

Record cards (already shown). Values in the order: M4 ag, CHRM4 antagonist, M4 PAM, CHRM5 PAM, CHRM1 antagonist, CHRM1 PAM, CHRM5 antagonist, CRFR2-BP ag, M5 ag
CCCn1c(SCc2ccccn2)nc2c1c(=O)n(C)c(=O)n2C across the screens: 0.2, -2.2, -0.5, -3.4, -2.6, 4.3, -2.5, 0.5, 1.7
O=C(OCC(=O)N1CCN(C(=O)c2ccco2)CC1)c1ccccc1OCc1ccc(Cl)cc1 across the screens: 8.8, 5.3, -4.5, -9.3, 7.2, -3.5, 4.9, 0.6, 3.5

The list goes on:
7	CC(C)COC(=O)NC1c2ccccc2Oc2ccccc21
8	COc1ccc(NC(=O)CN(C)CC(=O)Nc2ccccc2SC)cc1
9	CCc1ccc(C(=O)NNc2ccc(F)cc2)cc1
10	COc1cc(C(C)=O)ccc1OCC(=O)NCCCn1nc(C)cc1C
11	O=C(CSc1ncccn1)Nc1ncc(C(F)(F)F)cc1Cl
12	COc1ccc(-c2cc(C(=O)N3CCN(c4ccccc4OC)CC3)no2)cc1OC

compound no.	7	8	9	10	11	12
M4 ag	-1.4	0.6	1.0	0.9	2.0	3.5
CHRM4 antagonist	1.5	-4.5	9.8	-10.5	8.4	14.1
M4 PAM	4.8	4.9	4.5	7.1	14.8	-10.3
CHRM5 PAM	-0.2	-5.1	4.3	9.4	2.6	-1.6
CHRM1 antagonist	10.2	-1.9	-12.4	-15.4	-7.5	18.0
CHRM1 PAM	-5.4	6.8	10.3	15.9	4.8	-6.3
CHRM5 antagonist	4.2	1.3	3.5	-7.5	3.1	-10.7
CRFR2-BP ag	-1.0	0.5	-0.9	1.2	0.7	-1.6
M5 ag	-4.9	0.2	-0.5	1.8	-2.7	3.9

A few values from the list.
COc1ccc(NC(=O)CN(C)CC(=O)Nc2ccccc2SC)cc1 in M4 PAM is entered as 4.9
CCc1ccc(C(=O)NNc2ccc(F)cc2)cc1 in CRFR2-BP ag is entered as -0.9

Next part:
13	COCCCNS(=O)(=O)c1ccc2c3c(cccc13)C(=O)S2
14	Nc1nccnc1C(=O)OCC(=O)NNC(=O)c1ccccc1
15	Cc1ccc(C(=O)CN2CCC(NC(=O)C3CCCCC3)CC2)cc1
16	COc1ccccc1C1CC(c2c(-c3ccccc3)c3cc(Cl)ccc3[nH]c2=O)=NN1S(C)(=O)=O (stereo not drawn)
17	COc1ccc(CCNc2ccc(C)cc2)cc1
18	C=CCOc1ccc(/C=C/C(C)=N\O)cc1

compound no.	13	14	15	16	17	18
M4 ag	4.8	0.1	-0.1	0.5	-0.7	-1.4
CHRM4 antagonist	10.8	4.0	0.5	-4.0	-5.6	4.1
M4 PAM	-4.2	-6.2	3.3	3.7	3.4	3.3
CHRM5 PAM	2.4	-5.4	4.2	-1.7	1.1	-4.1
CHRM1 antagonist	-3.8	7.2	-6.6	-12.8	-7.6	-7.1
CHRM1 PAM	6.8	0.2	7.3	10.8	0.7	5.1
CHRM5 antagonist	-3.3	2.7	2.0	2.9	-14.2	3.1
CRFR2-BP ag	2.9	-1.0	1.2	3.6	-1.0	2.9
M5 ag	0.9	-3.3	-10.8	1.6	-0.4	-6.3

Sorted by the number under CHRM1 PAM (smallest number first): 6 of the compounds above
cpd	canonical_smiles	M4 ag	CHRM4 antagonist	M4 PAM	CHRM1 antagonist	CHRM1 PAM	CHRM5 antagonist	CRFR2-BP ag	M5 ag
12	COc1ccc(-c2cc(C(=O)N3CCN(c4ccccc4OC)CC3)no2)cc1OC	3.5	14.1	-10.3	18.0	-6.3	-10.7	-1.6	3.9
2	O=C(C=Cc1ccccc1Cl)c1ccccc1	-0.9	-0.9	4.3	-14.4	1.0	5.4	-4.1	-2.1
5	Cc1sc2ncnc(SCc3ccco3)c2c1C	-1.3	-7.2	-3.4	-8.3	3.5	0.1	-0.4	-3.4
15	Cc1ccc(C(=O)CN2CCC(NC(=O)C3CCCCC3)CC2)cc1	-0.1	0.5	3.3	-6.6	7.3	2.0	1.2	-10.8
6	CC(=O)NCCNC(=O)[C@H](Cc1ccccc1)NC(=O)c1cccs1	1.1	-3.3	3.1	-4.2	8.2	-5.9	0.7	0.6
16	COc1ccccc1C1CC(c2c(-c3ccccc3)c3cc(Cl)ccc3[nH]c2=O)=NN1S(C)(=O)=O (stereo not drawn)	0.5	-4.0	3.7	-12.8	10.8	2.9	3.6	1.6

The listing continues.
19	O=C(CSc1nnc(-c2cccs2)o1)c1cccs1
20	COc1cc(CNC2CCCCCCC2)cc(Cl)c1OCC(N)=O
21	Cc1cc(NC(=O)C2CCN(S(=O)(=O)c3cccs3)CC2)no1
22	CC(=O)Nc1ccccc1-c1nc2ccc(C(=O)N3CCN(c4ccccc4)CC3)cc2[nH]c1=O
23	O=C(CCC(=O)Nc1ccc(F)cc1)N/N=C/c1ccncc1
24	O=C(Nc1cc2c(cc1Br)OCCO2)c1ccco1

compound no.	19	20	21	22	23	24
M4 ag	2.7	1.5	1.4	1.2	1.7	0.2
CHRM4 antagonist	3.0	-5.1	-7.7	-17.0	-1.7	3.4
M4 PAM	-4.3	0.4	7.1	4.1	5.7	-1.0
CHRM5 PAM	0.5	-0.2	-1.9	-5.8	-0.2	2.6
CHRM1 antagonist	-19.4	-14.9	-34.5	3.3	-4.7	2.4
CHRM1 PAM	7.0	12.7	7.0	10.7	-2.9	2.8
CHRM5 antagonist	5.7	5.8	-5.2	10.2	-5.0	2.7
CRFR2-BP ag	-0.4	-1.6	10.0	-0.2	1.6	-1.9
M5 ag	2.4	-2.0	-3.3	1.3	-2.1	0.2

25	CCc1nc2sc3c(O)cc(=O)[nH]c3c2cc1C
26	CCN1CCN(C(=O)/C=C/c2ccc(C)o2)CC1
27	COc1cc([N+](=O)[O-])cc(/C=N/NC(=O)Cn2nccc2C)c1O
28	O=C(CSC1c2ccccc2C(=O)N1c1ccccc1)N1CCOCC1 (stereo not drawn)

compound no.	25	26	27	28
M4 ag	0.2	1.7	-0.8	0.7
CHRM4 antagonist	-2.4	-0.9	15.5	-7.5
M4 PAM	8.2	4.4	5.0	3.2
CHRM5 PAM	7.1	6.2	-1.1	-2.3
CHRM1 antagonist	0.1	-10.2	-4.9	11.2
CHRM1 PAM	3.3	14.3	4.6	-4.9
CHRM5 antagonist	3.9	-6.4	4.9	0.5
CRFR2-BP ag	3.5	0.3	-3.4	0.0
M5 ag	0.5	0.5	0.9	3.5
